High-throughput results deposited in PubChem BioAssay by National Center for Advancing Translational Sciences (NCATS).
EPAC1 antagonist – antagonists of human EPAC1. O95398. AID 720709. EPAC1 GEF assay, Rap1b-BODIPY-GDP exchange fluorescence. Potency, µM (highest dose often 115 µM), without a hit: at the highest dose activity change, negative = inhibition, most hits filed as inhibitors. 360,000 compounds, 0.14% hits;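 further: potency means the concentration at half of the fitted maximal effect; plate controls were vehicle for no effect and positive control for full effect; nearly all actives have a fitted effect of over 50% in size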
GLP-1R inv ag – acts as inverse agonist at human GLP-1 receptor. P43220. HEK293 GLP-1R CRE-luciferase, luminescence, 24 h; GLP-1R form is constitutively active. Potency, µM (top dose mostly 38.3 µM), for the others: top-dose activity change, negative = inhibition, actives largely listed as inhibitors. 410,000 compounds, 1.6% hits. AID 624417; further: potency means the concentration at half of the fitted maximal effect; on the % scale 0 is the no-effect control and ±100 the full control effect; nearly all actives have a fitted effect of over 55% in size
Target sequence (P43220 whole entry, looked up): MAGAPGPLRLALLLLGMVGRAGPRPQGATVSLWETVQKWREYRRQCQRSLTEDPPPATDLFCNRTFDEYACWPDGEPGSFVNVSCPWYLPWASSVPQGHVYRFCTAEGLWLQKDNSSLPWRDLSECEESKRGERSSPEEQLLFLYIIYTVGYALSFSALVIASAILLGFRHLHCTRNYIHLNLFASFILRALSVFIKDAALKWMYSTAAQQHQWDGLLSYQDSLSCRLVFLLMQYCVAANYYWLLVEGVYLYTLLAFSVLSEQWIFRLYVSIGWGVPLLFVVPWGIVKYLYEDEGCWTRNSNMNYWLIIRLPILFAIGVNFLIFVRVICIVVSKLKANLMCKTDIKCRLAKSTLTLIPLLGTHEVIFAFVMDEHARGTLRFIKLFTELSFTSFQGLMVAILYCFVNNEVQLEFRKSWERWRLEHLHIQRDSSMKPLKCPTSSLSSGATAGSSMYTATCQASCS
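qHTS in 1536-well format: reporter HEK293 cells expressing constitutive GLP-1R activity in DMEM + 10% Nu serum, 24 hr with compounds at 37 deg C, luminescence read after 12 min with detection reagent.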
GLP-1R agonist – activates the human GLP-1 receptor; 380,000 compounds, 0.007% hits; Potency, µM (highest dose often 45.6 µM), without a hit: top-dose activation, hits mostly activators; HEK293 GLP-1R CRE-luciferase, luminescence, 4-6 h; cells express a hypersensitive GLP-1R form; further: potency means the concentration at half of the fitted maximal effect; % of control where 0% means no effect
PI5P4Ka inh – blocks human PI5P4K alpha kinase activity | PI5P4Kalpha enzyme, ADP-Glo luminescence, 60 min; active compounds read low | P48426 | 330,000 compounds, 1.2% hits | max response, %; active means max response of -50% or lower; inconclusive means between -30% and -50%; inactive means -30% or higher; further: value at the top dose of about 77 µM; on the % scale 0 is the no-effect control and ±100 the full control effect
Target sequence (P48426 whole entry, looked up): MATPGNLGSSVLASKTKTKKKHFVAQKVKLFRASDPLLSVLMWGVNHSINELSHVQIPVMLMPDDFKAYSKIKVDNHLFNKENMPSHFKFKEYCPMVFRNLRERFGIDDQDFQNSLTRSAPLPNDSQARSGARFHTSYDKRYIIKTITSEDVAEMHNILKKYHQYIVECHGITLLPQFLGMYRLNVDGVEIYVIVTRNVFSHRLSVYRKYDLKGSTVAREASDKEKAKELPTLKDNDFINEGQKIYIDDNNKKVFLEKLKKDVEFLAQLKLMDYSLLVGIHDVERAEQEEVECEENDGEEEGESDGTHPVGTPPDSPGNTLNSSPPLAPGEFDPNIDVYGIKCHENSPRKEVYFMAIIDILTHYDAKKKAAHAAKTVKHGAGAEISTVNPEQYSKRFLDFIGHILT
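PI5P4Kalpha ADP-Glo assay; 5 microM ATP final; 60 min RT reaction; HEPES pH 7.4/EGTA/CHAPS, 5% DMSO; controls lacking substrate or enzyme; luminescent end-point.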
PLK1 PBD inh – blocks phosphopeptide binding to human PLK1 polo-box domain | Plk1 PBD binding of FITC phosphopeptide, fluorescence polarization | P53350 | AID 720504 | 360,000 compounds, 2.8% hits | Potency, µM, inactives show max response, negative = inhibition, hits mostly inhibitors; further: potency means the concentration at half of the fitted maximal effect; series mostly up to about 57 µM; on the % scale 0 is the no-effect control and ±100 the full control effect; nearly all actives have a fitted effect of over 65% in size
HEK293 tox – cytotoxic in the GLP-1 receptor inverse agonist counter-screen; Potency, µM (highest dose often 38.3 µM), without a hit: top-dose activity change, negative = inhibition, actives largely listed as inhibitors; 410,000 compounds, 0.13% hits; HEK293 cAMP-luciferase reporter cells, luminescence, 24 h;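 further: loss of luciferase light is scored as toxicity; potency means the concentration at half of the fitted maximal effect; on the % scale 0 is the no-effect control and ±100 the full control effect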
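Step one: seed cells (200 cells/uL, DMEM with 10% Nu serum, 1% pen-strep). Step two: 12-hour incubation at 37 deg C. Step three: pin 23 nL compound, incubate 24 hr. Step four: add luciferase reagent, read luminescence 12 min later.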
EPAC1 ag – agonists of human EPAC1; O95398; EPAC1 agonist qHTS, biochemical assay; response scale: 100% = response to 6.5 mM cAMP; Potency, µM (series often up to 154 µM), for inactives: top-dose activation, usual class: activators; 360,000 compounds, 0.073% hits; AID 720707; further: potency means the concentration at half of the fitted maximal effect; nearly all actives have a fitted effect of over 60% in size
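Fluorescent GDP-exchange assay: 100 nM EPAC1 with 250 nM Rap1B preloaded with BODIPY-GDP and 50 uM GDP; compounds tested as concentration series, 5 min at room temperature, then read every 5 min for 30 min (ex 480/em 540 nm); normalized to 6.5 mM cAMP.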
PTHR1 agonist – agonists of human PTHR1 parathyroid hormone receptor; HEK293 GP2 PTHR1 cells, GloSensor cAMP luminescence, 1 h; 410,000 compounds, 0.075% hits; Q03431; AID 743266; Potency, µM (top dose mostly 115 µM), inactives show top-dose activation, most hits filed as activators; further: potency means the concentration at half of the fitted maximal effect; nearly all actives have a fitted effect of over 55% in size; some results filed as inactive show a strong effect at the top dose; inactives centre near -15; many of its hits are not listed in these tables
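HEK-293-derived GP2 cells expressing PTHR1 and a GloSensor cAMP reporter, 3,000/well, plated overnight, given luciferin plus IBMX (each 0.5 mM as added) for 1 h at 37 °C, then compound for 1 h at 37 °C. Luminescence was read after 15 min at room temperature.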
IL2 activator – IL-2 activation; 360,000 compounds, 0.065% hits; activation, % (series mostly up to about 46 µM); IL-2 activation reporter assay, cell-based qHTS; stimulated with anti-CD3/CD4/CD28 beads; in transgenic mouse T cells; AID 652025; in the data active means activation above about 50%; inconclusive means mostly about 30% to 49%; further: 0% is about no effect
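First, unstimulated transgenic mouse T cells were exposed to compound for 60 min. Next, anti-CD3/anti-CD4-coated beads with anti-CD28 were added. Finally, after 18 h at 37 degrees C, EGFP and DsRed were imaged.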
* marks the source's active call; other numbers are inactive results; i = inactive; ? = inconclusive; . = no result given; [ ] = another dose, or the depositor's remark. Unless noted, the call rests on the fitted dose curve; in most records, active means well fitted curve in the direction sought with a large enough effect; inconclusive means small, poorly fitted or top-dose-only effect, or another doubt; inactive means no such curve, though single readings can be large; an effect the other way counts as inactive or inconclusive. Not all compounds are listed; the hit share may differ from the screen's.

Screens in order: EPAC1 antagonist	GLP-1R inv ag	GLP-1R agonist	PI5P4Ka inh	PLK1 PBD inh	HEK293 tox	EPAC1 ag	PTHR1 agonist	IL2 activator
> O=C(CC1C[C@H](C(=O)N2CCOCC2)[C@@]2(CCC3CCCC3)c3[nH]c4ccccc4c3CCN2C1=O)NCCN1CCOCC1 (stereo partly drawn)
 : 9%	15%	-4%	-10	-7%	4%	-13%	-4%	1.6
> CC1=C(C(=O)OCCOC(C)C)C(c2cc3c(cc2Br)OCO3)CC(=O)N1 (stereo not drawn)
 : -16%	3%	-5%	.	0%	1%	9%	i	-0.4
> CCn1c2ccccc2c2cc(NC(=O)c3ccc(=O)oc3)ccc21
 : 12%	-16%	3%	-11	?	5%	19%	-36%[inhibitor]	4.8
> O=[N+]([O-])c1ccc(NNC(=S)Nc2ccc(F)cc2)cc1
 : -2%	-21%	-8%	.	12µM*	?	-1%	-22%[57.5 µM]	-2.1
> CCCC(=O)NC(C)C(c1cccs1)N1CCN(C)CC1 (stereo not drawn)
 : -7%	6%	-11%	.	-6%	9%	0%	-29%	0.4
> CN(CC(=O)Nc1ccc(Cl)c(C(F)(F)F)c1)C(=O)C1CCC1
 : -8%	?	0%	0	3%	-11%	-12%	i	-4.7
> O=S(=O)(NC(=S)c1ccccc1)c1ccccc1
 : 3%	-9%	-2%	-10	?	0%	8%	-14%	0.0
> O=C(NC1CCCCC1)NC1CC2CCCC(C1)N2C1CCCC1 (stereo not drawn)
 : -2%	-1%	2%	-1	-9%	8%	5%	i	0.6
> CC(NC(=O)c1ccccc1)C(=O)N/N=C/c1ccccc1 (stereo not drawn)
 : -21%	5%	0%	11	-1%	-4%	-4%	-17%	1.5
> Cn1c(N)c(C(=O)COC(=O)CSc2ccc(Cl)cc2)c(=O)n(C)c1=O
 : 0%	15%	-2%	1	3%	5%	-5%	11%	-0.1
> CCOC(=O)c1c(NC(=O)CSc2ncccn2)sc2c1CCN(Cc1ccccc1)C2
 : 14%	?	2%	-10	24µM*	5%	9%	-33%[inhibitor]	-4.1
> Cc1cc(C)n2nc(C(=O)NCc3ccccc3)cc2n1
 : 2%	0%	9%	.	21µM*	3%	9%	i	-0.6
> C[C@@H]1CCC[C@@]2(O[C@@H](CCO)C[C@@H](O)[C@@H]2O)O1
 : -1%	4%	-1%	0	-12%	?	1%	15%	-0.3
> ClC(Br)=C(n1cnc2ccccc21)n1cnc2ccccc21
 : -23%	-11%	22%	2	-6%	3%	-12%	-22%	-2.5
> CCc1c(-c2cccc(OC)c2)ncn1Cc1cccc(-c2ccccc2)c1
 : -21%	?	.	-3	-12%	-18%	4%	-34%[inhibitor]	-0.9
> Fc1ccc(NC(=S)N2CCSC2c2cccs2)cc1 (stereo not drawn)
 : 8%	6%[0.307 µM]	2%	2	-14%	-1%[0.307 µM]	2%	i	-0.6
> O=Cc1ccc(-c2nc3ccccc3s2)o1
 : -15%	?	6%	-4	-2%	-6%	0%	-8%	0.6
> N#CC(Cc1ccc(OC(F)F)cc1)c1nc2ccccc2[nH]1 (stereo not drawn)
 : -6%	-30%	8%	-8	-5%	-9%	-6%	-20%	-0.5
> O=C(O)c1ccc(Oc2ccc([N+](=O)[O-])cc2)c([N+](=O)[O-])c1
 : 2%	1%	27%	?	-1%	14%	4%	-73%[inhibitor]	-2.6
> N#Cc1ccc(-c2nc3ccc(Br)cn3c2Cc2ccccc2)cc1
 : 9%	16%	6%	-9	-4%	6%	-5%	-42%	-0.6
> CCOc1ccc2ccccc2c1/C=N/NC(=O)CNC(=O)c1ccccc1F
 : 3%	?	17%	0	-7%	0%	15%	-7%	-0.1
> Cc1ccc(C(=O)Cn2c(N3CCOCC3)nc3c2c(=O)n(C)c(=O)n3C)cc1
 : -1%	1%	5%	.	-1%	-14%	-6%	i	-1.9
> CCNC(=S)N1CCN(c2ccccc2OCC)CC1
 : -16%	18%	8%	6	-12%	74%[activator]	4%	i	0.0
> CCn1c(C)nc2cc(C(=O)NNC(=S)Nc3ccc(F)cc3)ccc21
 : -4%	6%	0%	1	-5%	5%	10%	i	-1.0
> COc1cc(/C=N/NC(=O)c2ccccn2)ccc1OC(=O)c1ccccc1Br
 : -4%	?	-30%	19	-6%	11µM*	1%	-95%[inhibitor]	-0.6
> Cc1ccc(NC(=O)c2cccc3c2C(=O)N(C2CCCCC2)C3)cc1
 : -9%	10%	-7%	2	0%	-15%	3%	i	3.7
> COc1cccc(C2CC(=O)Nc3c2c(=O)nc2c(C)cccn32)c1 (stereo not drawn)
 : .	12%	28%	.	.	2%	.	i	.
> COc1ccc(C2C(C#N)=C(N)OC3=C2C(=O)CC(C)(C)C3)c(OC)c1OC (stereo not drawn)
 : -3%	6%	0%	-18	0%	-6%	0%	i	-1.9
> COc1ccc(/C(N)=N/OC(=O)c2ccc(C)c([N+](=O)[O-])c2)cc1OC
 : 10%	15%	-6%	4	0%	-10%	1%	-36%[inhibitor][57.5 µM]	1.2
> CCOc1ccc(C2C(C#N)=C(N)N(N(C)C)C3=C2C(=O)CC(C)(C)C3)cc1 (stereo not drawn)
 : 0%	-21%	0%	0	-12%	-6%	12%	i	-0.1

Remaining list, next part
| SMILES | EPAC1 antagonist | GLP-1R inv ag | GLP-1R agonist | PI5P4Ka inh | PLK1 PBD inh | HEK293 tox | EPAC1 ag | PTHR1 agonist | IL2 activator |
| --- | --- | --- | --- | --- | --- | --- | --- | --- | --- |
| O=C(COc1ccc(Cl)cc1)N1CCN(c2ncccn2)CC1 | -2% | 1% | 11% | -8 | 4% | 6% | 5% | 2%[57.5 µM] | -0.5 |
| CCOC(=O)c1c(C)[nH]c(C)c1S(=O)(=O)N(C)CC(=O)NCc1cccc(C)c1 | -5% | 10% | -4% | 2 | -1% | 1% | -18% | -42%[inhibitor] | -1.8 |
| O=C(N/N=C1\SCC(=O)N1CCc1ccccc1)c1cccs1 | -11% | 1% | 9% | 0 | -19% | 3% | -1% | -12% | 0.2 |
| O=C(Nc1ccc(C(=O)NC2CCCCC2)cc1)c1cccnc1 | 10% | -5% | 0% | 10 | -1% | -3% | -5% | -10% | 0.5 |
| COc1ccc(S(=O)(=O)NCC2CCCN(C(=O)c3cccs3)C2)cc1 (stereo not drawn) | 0% | -1% | 3% | 4 | 0% | -17% | 1% | -21% | 11 |
| O=[N+]([O-])c1cc(/C=N/n2cnnc2)ccc1N1CCCC1 | 3% | 15% | 20% | -4 | -15% | -9% | -3% | i | -0.7 |
| c1ccc2c(N3CCOCC3)nc(-c3ccncc3)nc2c1 | -15% | 73%[activator] | 25% | 2 | -9% | 87%[activator] | 4% | -4% | -0.1 |
| COCCN(C(=O)COC(=O)Cc1cccc(OC)c1)c1c(N)n(CC(C)C)c(=O)[nH]c1=O | -4% | 6% | -18% | -2 | 5% | 0% | 8% | 1% | 1.3 |
| COc1cc(C)ccc1S(=O)(=O)NC1CC(C)(C)NC(C)(C)C1 | -11% | ? | -1% | -1 | 4% | 6% | 1% | i | -1.4 |
| CN(C)/C=C/C(=O)c1cc(F)cc(C(F)(F)F)c1 | -13% | -19% | 5% | -5 | 1% | 4% | -1% | i | -2.0 |
| Cn1c(CC(=O)Nc2ccccc2)nnc1SCC(=O)c1ccccc1 | 7% | 1% | -7% | 3 | -2% | -2% | 0% | i | -0.1 |
| Cc1nn(C)c(C(=O)NC(=S)Nc2ccccc2O)c1Cl | -9% | 18% | 3% | -4 | -12% | 0% | 4% | -14% | -3.6 |
| N#Cc1c(-c2cccs2)cc(C2CC2)nc1SCC(N)=O | -6% | 24% | 1% | 2 | ? | -9% | 9% | i | 0.0 |
| CCc1ccc(OCc2nnc(SCCN3CCOCC3)n2C)cc1 | 2% | -24% | 0% | 10 | 2% | -18% | 1% | i | 4.9 |
| Cc1cc(NC(=O)COC(=O)c2cccc(S(=O)(=O)N3CCOCC3)c2)no1 | -3% | 31% | -3% | . | 0% | -3% | 6% | i | -0.1 |
| Cc1ccc(CNS(=O)(=O)c2c(C)[nH]c(=O)[nH]c2=O)cc1 | -11% | 8% | 3% | 1 | 1% | -9% | 7% | -1% | 1.3 |
| N#CCC(C(=O)c1cccnc1)c1ccccc1 (stereo not drawn) | 4% | 1% | -7% | 2 | -1% | 2% | 3% | i | -1.5 |
| N#Cc1sc2nc(-c3cccs3)cc(-c3ccc(F)cc3)c2c1N | 5% | 10% | -1% | 0 | -3% | 66%[activator] | 0% | -1% | -1.9 |

Compound profiles, as listed above. Values in the order: EPAC1 antagonist | GLP-1R inv ag | GLP-1R agonist | PI5P4Ka inh | PLK1 PBD inh | HEK293 tox | EPAC1 ag | PTHR1 agonist | IL2 activator
`COc1cc(C)ccc1S(=O)(=O)NC1CC(C)(C)NC(C)(C)C1` reads -11% | ? | -1% | -1 | 4% | 6% | 1% | i | -1.4
`CCc1ccc(OCc2nnc(SCCN3CCOCC3)n2C)cc1` reads 2% | -24% | 0% | 10 | 2% | -18% | 1% | i | 4.9
`Cc1ccc(CNS(=O)(=O)c2c(C)[nH]c(=O)[nH]c2=O)cc1` reads -11% | 8% | 3% | 1 | 1% | -9% | 7% | -1% | 1.3
`N#Cc1c(-c2cccs2)cc(C2CC2)nc1SCC(N)=O` reads -6% | 24% | 1% | 2 | ? | -9% | 9% | i | 0.0
`Cc1nn(C)c(C(=O)NC(=S)Nc2ccccc2O)c1Cl` reads -9% | 18% | 3% | -4 | -12% | 0% | 4% | -14% | -3.6
